AmpC det inh: AmpC beta-lactamase inhibition, detergent assay | P00811 | purified AmpC, nitrocefin hydrolysis with detergent | Potency, µM (series often up to 28.7 µM), for the others: at the highest dose activity change, negative = inhibition | 71,000 tested, 0.09% active | AID 584; active = well fitted curve in the direction sought with a large enough effect
Target sequence (P00811 whole entry, looked up): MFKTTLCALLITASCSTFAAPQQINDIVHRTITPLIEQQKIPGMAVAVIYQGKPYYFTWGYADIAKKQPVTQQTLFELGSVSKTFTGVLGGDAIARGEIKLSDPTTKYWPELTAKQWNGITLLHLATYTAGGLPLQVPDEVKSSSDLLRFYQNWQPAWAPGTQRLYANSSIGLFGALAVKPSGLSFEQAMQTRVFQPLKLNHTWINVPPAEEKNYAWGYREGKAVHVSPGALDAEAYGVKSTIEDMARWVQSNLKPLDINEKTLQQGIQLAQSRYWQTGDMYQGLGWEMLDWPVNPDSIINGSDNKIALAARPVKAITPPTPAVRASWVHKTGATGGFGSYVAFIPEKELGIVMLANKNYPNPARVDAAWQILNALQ
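E. coli AmpC (5.3 nM) in 20 mM phosphate pH 7.0 with 0.01% Triton X-100, preincubated 15 min RT with compound; nitrocefin (2 uL of 800 uM stock) hydrolysis followed by 480 nm absorbance every 20 s over 4 min.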
* hit, by the source's call; [ ] = another dose, or the depositor's remark. % is set by controls: 0 for no effect and ±100 for the full control effect; potency is the fitted concentration of half-maximal effect. Not all compounds are listed (hit frequency here may not be typical).

molecule,AmpC det inh
CCCC[C@@H]1C[C@H]1C(NC(=O)c1ccco1)c1ccc(Cl)cc1 (some centres undefined),-4%
CCOC(=O)c1[nH]c(C)c(C(=O)Nc2ccccc2C)c1C,8%
CCc1c(C(=O)NCc2ccc3c(c2)OCO3)[nH]c(C)c1C(C)=O,-2%
Cc1ccc(N2CCN(C(=O)c3ccccc3F)CC2)c(C)c1,8%
CCOC(=O)Cc1csc(NC(=O)CC)n1,0%
COC(=O)c1ccc(C2C(C(C)=O)=C(O)C(=O)N2CCO)cc1 (centres undefined),-1%
Cc1cc(SCC#N)n2nc(C)c(-c3ccccc3)c2n1,1%
CC(C)Cn1cnc2c(Sc3c([N+](=O)[O-])ncn3C)nc(N)nc21,-3%[5.75 µM]
O=C(c1ccc(F)cc1)N1CCCCC(Sc2nnc3ccccn23)C1=O (centres undefined),-2%
CCn1c(SCc2nc3ccccc3c(=O)[nH]2)nc2ccccc2c1=O,-6%
COc1ccc(CC(=O)N2CCNC2=O)cc1,-4%
Cc1nn(C)c(C)c1S(=O)(=O)N1CCCC(C(=O)NC2CCCCC2)C1 (centres undefined),-3%
CC[C@H]1OC(=O)[C@H](C)[C@@H](O[C@H]2C[C@@](C)(OC)[C@@H](O)[C@H](C)O2)[C@H](C)[C@@H](O[C@@H]2O[C@H](C)C[C@H](N(C)C)[C@H]2O)[C@](C)(O)C[C@@H](C)CN(C)[C@H](C)[C@@H](O)[C@]1(C)O,11%
CSc1nc(C)c(C(=O)Nc2ccccc2)c(C)c1C#N,15%
c1ccncc1,10%
COc1cccc(Cn2c(=O)c(CCc3ccccc3)nc3cnc(N4CCN(C)CC4)nc32)c1,0%
Cc1nc2nc(SCC(N)=O)[nH]c2cc1Br,-4%
OC(COc1ccc(OCc2ccccc2)cc1)CN1CCOCC1 (centres undefined),-4%
Cc1ccc(SCC(=O)NCCCN2CCOCC2)cc1,-1%
COc1ccc(C2NCCC3(O)CCCCC23)c(OC)c1OC (centres undefined),7%
O=S1(=O)C=C(SCCN2CCCCC2)c2ccccc21,-2%
CCOc1nc2c(c(=O)n(C)c(=O)n2C)n1Cc1ccccc1Cl,7%
O=C(O)Cn1c(SCCOc2ccccc2F)nc2ccccc21,-13%
COc1ccc(OC)c(C2c3c(oc4ccccc4c3=O)C(=O)N2CCCN(C)C)c1 (centres undefined),0%
Cc1ccc(-c2nc(CS(=O)(=O)CC(=O)N3CCc4ccccc4C3)c(C)o2)cc1,4%
CCOC(=O)Oc1c(OC)cc(C(=O)O[C@H]2C[C@H]3CN4CCc5c([nH]c6cc(OC)ccc56)[C@@H]4C[C@H]3[C@@H](C(=O)OC)[C@@H]2OC)cc1OC,0%[12.8 µM]
CCOC(=O)c1cnc2ccccc2c1NCCO,-4%
COC(=O)CCC(=O)N1CCc2cc(S(=O)(=O)N3CCN(c4ccccc4Cl)CC3)ccc21,15%
O=C(C1=COCCO1)N1CCN(S(=O)(=O)c2cccc(Cl)c2Cl)CC1,-1%
Cc1c(C)n(Cc2ccccc2)c2ncnc(N)c12,23%
O=C(COC(=O)c1cncc(Br)c1)NCC1CCCO1 (centres undefined),-2%
O=C1CC(C(=O)NCc2ccccc2)N=C(N2CCCCC2)N1 (centres undefined),17%
O=C(Cc1cccs1)NCc1ccc(F)cc1,-2%
CCOc1ccc(C(C)=O)cc1CSc1nnc(-c2cccs2)n1CC1CCCO1 (centres undefined),-2%
Cc1cc(O)ccc1Cl,7%
C=CCSc1nc(C)c(CC(=O)OCCCC)c(=O)[nH]1,11%
COc1cccc(C(=O)NCC2CCN(c3ccc(S(=O)(=O)N4CCOCC4)cc3)CC2)c1,-4%
O=S(=O)(c1ccc(N2CCN(c3ccc(F)cc3)CC2)cc1)N1CCCC1,9%
CCNc1ncc2nc(C)c(=O)n(CCc3ccccc3)c2n1,-2%
CC1(C)CC(=O)C(C=NCCN2CCN(C(=O)c3ccccc3)CC2)=C(O)C1,-1%
CCn1c(SCC(=O)Nc2ccccc2)nnc1-c1ccc(S(=O)(=O)N2CCOCC2)cc1,13%
CC1=CC(C)(C)Nc2ccc(CSc3ccccc3)cc21,-1%[5.75 µM]
CN1CCN(C(=O)C2(NC(=O)Nc3cccc(F)c3)CCCCC2)CC1,-3%
Cn1c(Cc2csc(N)n2)nnc1SC/C=C/c1ccccc1,16%
CCN(CC)S(=O)(=O)c1ccc(Nc2cc(C)nc3ncnn23)cc1,-1%
O=C(Nc1ccc(F)cc1)C1CCCN(S(=O)(=O)c2cccc3cccnc23)C1 (centres undefined),9%
CC(C)CN1CC[C@@]2(CCCN(C(=O)c3cc(C(F)(F)F)cc(C(F)(F)F)c3)C2)C1,-2%
CCOC(=O)C1CCN(S(=O)(=O)c2ccc(-n3cnnn3)c(C)c2)CC1,-3%
Cc1ccc(C(=O)NCCCNCCCN(C)C)cn1,12%
CCn1c(COc2ccccc2C)nnc1SCC(=O)N1CCCCC1,7%
CCCCCC(=O)N1CCN(CCN=CC2=C(O)CC(c3ccc(OC)c(OC)c3)CC2=O)CC1 (centres undefined),-3%
Cc1nc2ccc(NC(=O)C3CCN(S(=O)(=O)c4cccs4)CC3)cc2s1,15%
Cn1nc(CC(=O)N2CCN(c3ccccc3)CC2)c2ccccc2c1=O,-4%
Cc1sc(NC(=O)CSc2nc(N)n(CC(=O)c3ccccc3)n2)c(C#N)c1C,-4%
CC(C)NC(=O)c1cc(C(=O)c2cc(Cl)ccc2O)coc1=N,1%
COC(=O)C1=C(C)Nc2nnnn2C1c1cc(OC)ccc1OC (centres undefined),-1%
CC1CN(c2nc3c(c(=O)n(Cc4ccc(Cl)cc4)c(=O)n3C)n2C)CC(C)O1 (centres undefined),-1%
Cc1cc(NC(=O)CCC(=O)N(CC(=O)NC2CCCC2)Cc2ccccc2Cl)no1,11%
O=C(Nc1cccc(C(F)(F)F)c1)c1cc(S(=O)(=O)N2CCCCC2)ccc1N1CCOCC1,-3%
C[C@@H](C(=O)OC1C[C@H]2CC[C@@H](C1)N2C)c1ccc(Br)cc1 (some centres undefined),1%

Later entries
molecule,AmpC det inh
CCCCNC(=O)C1CCCN1C(=O)Nc1cccc(OC)c1 (centres undefined),-1%
CN(C)c1ccc2c(O)cc(=O)n(C)c2c1,0%
CN1[C@@H]2CC[C@H]1CC(OC1c3ccccc3CCc3ccccc31)C2 (some centres undefined),-4%[12.8 µM]
COc1ccc(NC(=O)CN2CCN(c3ccccc3F)CC2)cc1,6%
CO[C@H]1/C=C/O[C@@]2(C)Oc3c(C)c(O)c4c(O)c(c(/C=N/N5CCN(C)CC5)c(O)c4c3C2=O)NC(=O)/C(C)=C\C=C\[C@H](C)[C@H](O)[C@@H](C)[C@@H](O)[C@@H](C)[C@H](OC(C)=O)[C@@H]1C,10%
COc1ccc(CCNC(=O)NC(C(F)(F)F)C(F)(F)F)cc1OC,-5%
COc1ccc(S(=O)(=O)N2CCN(c3ccc4nnc(-c5ccc(F)cc5)n4n3)CC2)cc1,10%
O=C(Nc1ccccc1)N1CC2(CCN(C(=O)c3ccco3)CC2)C1,1%
CC(C)(C)Nc1nc(Oc2ccc(=O)n(-c3ccccc3)n2)nc(N2CCOCC2)n1,8%
O=c1oc2c3c4c(cc2s1)CCCN4CCC3,7%
COc1ccc(Br)cc1CNc1ccc(O)cc1,-4%
CSc1cccc(NC(=O)C2CCN(S(=O)(=O)c3ccc(F)cc3)CC2)c1,4%
CCOC(=O)N1CCN(C(=O)Cn2ccc3ccccc3c2=O)CC1,-4%
Cn1c(=O)[nH]c(=O)c2c1nc(CN1CCN(c3cccc(Cl)c3)CC1)n2CCc1ccccc1,0%
O=C(CCCn1c(=O)c2ccccc2n(Cc2ccccc2)c1=O)NCc1ccco1,10%
CCCn1nnc(NC(=O)c2cccc(OCC)c2)n1,-6%
CCOC(=O)Cc1c(C)nc2cc(-c3ccc(C)cc3)[nH]n2c1=O,1%
COc1cccc(C2C=C(c3ccc(Br)s3)Nc3ncnn32)c1OC (centres undefined),-4%
O=C1CC(N2CCC(c3nc4ccccc4s3)CC2)C(=O)N1 (centres undefined),-4%
O=C(O)c1n[nH]c2ccccc12,-4%
O=C(c1ccccc1)[C@H]1[C@H](c2ccccc2[N+](=O)[O-])N1C1CCCCC1 (some centres undefined),0%[5.75 µM]
COC(=O)c1ccc2c(=O)n(CCCN3CCOCC3)c(=S)[nH]c2c1,0%
O=C(NCC1CCCO1)C1CCN(S(=O)(=O)c2cccc3cccnc23)CC1 (centres undefined),2%
CC(=O)NCCNc1ccnc(-c2ccccc2C(F)(F)F)n1,7%
CN1CCc2cc(NC(=O)Nc3cccnc3)ccc21,-4%
NC(=O)C1CCN(Cc2nc(-c3ccccc3)no2)CC1,-2%
N#Cc1nc(-c2ccco2)oc1NCCCn1ccnc1,-3%
CN(Cc1ccco1)c1cc(-c2ccccc2C(F)(F)F)ncn1,11%
Cc1cc(C)c(NC(=O)C[C@H](CC(=O)O)c2cccc3ccccc23)c(C(=O)N2CCC3(CCCC3)CC2)c1,-1%
CCOP(=S)(OCC)SCCSCC,8%
Clc1ccccc1CSc1nnc(-c2ccccn2)n1Cc1ccco1,-4%
CCN(CC)C(=O)COC(=O)c1ccc(O)cc1,2%
CCCc1cc(N2CCCC2)n2nc(C)c(-c3ccccc3)c2n1,1%
C=CCn1c(SCC(=O)Nc2ccc3c(c2)OCO3)nnc1-c1ccccc1,-3%
CCCCCC(=O)N1CCN(c2ccc(C(C)=O)cc2F)CC1,6%
CCOc1ccc2nc(NC(=O)CSc3nc4ccccc4c(=O)n3Cc3ccco3)sc2c1,1%
COc1cccc(Cn2c(=O)c(-c3cccc(C#N)c3)nc3cnc(Nc4ccccc4)nc32)c1,-2%
CCC1(CC)NC(=O)N(CC(=O)OCn2nnc3ccccc3c2=O)C1=O,-1%
FC(F)(F)c1cccc(Nc2ncnc3ccccc23)c1,-5%
CC[C@H]1CN2CC[C@@H]1C[C@@H]2[C@H](O)c1ccnc2ccccc12,2%
CC(C)(C)NC(=O)c1ccc2nccnc2c1,13%
COCCn1c(=O)c(-c2ccc(Cl)cc2)nc2cncnc21,0%
O=C1Nc2ccc(Br)cc2C1(O)Cc1ccncc1 (centres undefined),-4%
Cc1cc(C(=O)Nc2sc3c(c2C#N)CCC3)no1,0%
CC(C)(C)c1ccc(O)c(CN(Cc2c(O)ccc3ccccc23)C2CCCCC2)c1,-2%[5.75 µM]
COC(=O)C1(S(=O)(=O)c2cccc3nsnc23)CC1,14%
CC(C)(C)c1ccc(OCc2nc(-c3ccccn3)no2)c(Br)c1,9%
CCCn1c(C)nc2c(c1=O)c1nc3ccccc3nc1n2CCC1=CCCCC1,-1%
CC(C)CNC(=O)CN(C1CCCCC1)S(=O)(=O)c1ccccc1,-4%
COc1ccc(CCC2(C)NC(=O)NC2=O)cc1 (centres undefined),-2%
Cc1coc2cc3oc(=O)c4c(c3cc12)CCCC4,0%
COC(=O)COc1cccc(NS(=O)(=O)c2ccc(NC(C)=O)cc2)c1,-5%
CCCN(CC1CC1)C(=O)Nc1ccccc1C,-2%
CCCOC(=O)/C(C(N)=NCc1ccccc1)=C(\O)OCCC,-1%
CCOC(=O)C1CCN(C(=O)CNC(=O)OC(C)(C)C)CC1,-3%
CC12CCC(C(N)=O)(c3nc4ccccc4nc31)C2(C)C (centres undefined),-1%
COCCNC(=O)C1(C)C=CCN1C(C)=O (centres undefined),19%
COC(=O)c1cc2occc2n1CC(=O)N(C)C1CCCCC1,-2%
Cc1ccc(CS(=O)(=O)CCC(=O)NCCN2CCCC2)cc1,-2%
Cn1c(=O)c2[nH]c(CCCc3ccc([N+](=O)[O-])cc3)nc2n(C)c1=O,-3%[5.75 µM]

The final 5 entries of the part above lead into the next.
molecule,AmpC det inh
CC12CCC(C(N)=O)(c3nc4ccccc4nc31)C2(C)C (centres undefined),-1%
COCCNC(=O)C1(C)C=CCN1C(C)=O (centres undefined),19%
COC(=O)c1cc2occc2n1CC(=O)N(C)C1CCCCC1,-2%
Cc1ccc(CS(=O)(=O)CCC(=O)NCCN2CCCC2)cc1,-2%
Cn1c(=O)c2[nH]c(CCCc3ccc([N+](=O)[O-])cc3)nc2n(C)c1=O,-3%[5.75 µM]
COc1cc(C2c3c(oc4ccc(C)cc4c3=O)C(=O)N2c2cc(C)ccn2)cc(OC)c1OC (centres undefined),-2%
Cc1cc(C2=CC(C)(c3cc(C)oc3C)Nc3nc(C(F)(F)F)nn32)c(C)o1 (centres undefined),11%
CCC(C)n1cnc2c(c1=O)c1nc3ccccc3nc1n2-c1ccc2c(c1)OCCO2 (centres undefined),-6%
O=C(Nc1ccc2c(c1)OCO2)C1CCCN1C(=O)Nc1ccccc1F (centres undefined),3%
O=C(COc1ccc(Cl)cc1)NCc1nnc(SCC(=O)c2ccccc2)o1,12%
CCOC(=O)c1cc2ccc(OC)c(OC)c2c(=O)s1,10%
CCOC(=O)CC(=O)CSc1nc2c(sc(=S)n2-c2ccccc2)c(=O)[nH]1,11%
O=C(NCc1cccs1)Nc1ccc2c(c1)OCO2,-4%
Cc1c(C(=O)NCc2ccc3c(c2)OCO3)oc2ccc(S(=O)(=O)N3CCCCCC3)cc12,-5%
CC1(C)CC(NS(=O)(=O)c2ccc(S(=O)(=O)N3CCOCC3)cc2)CCO1 (centres undefined),10%
CCC1(COC(NC(=O)c2cccnc2)(C(F)(F)F)C(F)(F)F)COC1,-4%
